FXIa mix inh = inhibitors of human coagulation factor XIa, pooled mixtures. P03951. purified FXIa, fluorogenic substrate. inhibition, % at 5 µM. 62,000 compounds, 0.19% hits;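 also: each value is inhibition by a whole ten-compound pool holding the compound; 0% = enzyme with no mixture and 100% = wells lacking enzyme; strong numbers were not always called active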
FXIIa mix inh = factor XIIa (human) inhibition, mixture screen | P00748 | purified FXIIa, fluorogenic substrate, pooled mixtures | inhibition, % at 5 µM | 62,000 compounds, 0.2% hits | AID 684;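 also: 0% = enzyme without compound and 100% = no enzyme blank; some results filed as inactive read as strong as hits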
Cathepsin G inh = inhibitors of human cathepsin G | purified enzyme, AMC-tetrapeptide fluorescence, pooled mixtures | 62,000 compounds, 0.2% hits | inhibition, % at 5 µM (by protocol) | AID 581;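 active = inhibition above 20% in each of the two mixture wells holding the compound; inactive = inhibition of 20% or less in either well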;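 also: 0% = enzyme control without mixture and 100% = blank lacking enzyme; strong numbers were not always called active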
CatB mixtures = inhibitors of human cathepsin B in compound mixtures. Purified cathepsin B, AMC dipeptide fluorescence. inhibition, %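 (ten-compound pools at 5 µM per compound and 50 µM total)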. 62,000 compounds, 0.06% hits; in the data active = inhibition above about 22%, passing the limit was not always enough;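 also: 0% = enzyme without compound and 100% = no enzyme blank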
CatL block = blocks human cathepsin L protease activity; P07711; purified cathepsin L, fluorogenic substrate, fluorescence; inhibition, %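 (tested at 10 µM)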; 58,000 compounds, 0.17% hits; AID 460; in the data active = inhibition above about 45%;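 also: 0% = enzyme with no compound and 100% = no enzyme blank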
C1s inh = blocks human complement C1s protease activity. purified C1s, fluorogenic AMC substrate, pooled mixtures. 62,000 compounds, 0.16% hits. AID 538. mean inhibition % of two 10-compound mixtures (active compounds read high), % at 5 µM (by protocol);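 active = inhibition above 20% in each of the two 10-compound mixture wells holding the compound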;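 also: 0% = enzyme wells lacking compound mixture and 100% = no-enzyme blank wells; some compounds called inactive have numbers as strong as hits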
CatB inh = blocks human cathepsin B protease activity; P07858; purified cathepsin B, fluorogenic substrate, fluorescence; inhibition, %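 (tested at 10 µM)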; 63,000 compounds, 0.1% hits; in the data active = inhibition above about 21%;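 also: 0% = enzyme with no compound and 100% = no enzyme blank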
CatS block = inhibitors of human cathepsin S; P25774; AID 501; 62,000 compounds, 0.06% hits; inhibition, %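 (tested at 5 µM per compound within 10-compound mixtures)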; recombinant cathepsin S, AMC dipeptide fluorescence, pooled mixtures; in the data active = inhibition above about 32%, passing the limit was not always enough;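 also: 0% = enzyme without compound and 100% = blank without enzyme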
Target sequence (P25774 115-331 limits assumed): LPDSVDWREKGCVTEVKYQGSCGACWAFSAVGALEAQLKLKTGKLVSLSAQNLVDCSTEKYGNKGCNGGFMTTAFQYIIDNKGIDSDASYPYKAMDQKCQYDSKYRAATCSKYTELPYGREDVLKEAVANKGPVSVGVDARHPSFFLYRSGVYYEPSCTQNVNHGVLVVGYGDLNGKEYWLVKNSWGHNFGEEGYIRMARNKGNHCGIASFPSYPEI
AP ELISA ortho = alternative pathway complement inhibition, orthogonal assay. Human serum alternative complement pathway, LPS-coated ELISA, C3 deposition; tested in compound mixtures. inhibition, % at 5 µM. 62,000 compounds, 0.08% hits. AID 1235;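 active = inhibition above 30% in each of the two pooled mixtures holding the compound, so the lower value exceeds 30%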;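 also: 0% = serum in Mg-EGTA without compound and 100% = EDTA serum blank; some compounds past the cut are filed as inactive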
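Test system – human serum alternative complement pathway, C3 deposition on LPS-coated wells · Buffer or medium – diluted human serum in Mg2+-EGTA GVB++ · Compound dosing – 5 µM each compound, pools of ten, 50 µM per pool · Schedule – 1 h serum-compound exposure at 37 °C · Measured by – Anti-C3 ELISA, OD 450 nm · Read-out basis – percent inhibition of C3 deposition onto LPS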
* = called active by the depositor. Rule as the data show it, unless noted: active = inhibition above about 20% (passing the limit was not always enough); inactive = the rest.

Compound | C1s inh | AP ELISA ortho | Cathepsin G inh | FXIa mix inh | CatB inh | CatB mixtures | FXIIa mix inh | CatL block | CatS block
CC(=O)C1=C(C)OC(N)=C(C#N)C1c1ccncc1 (centres undefined) | -5 | 4 | 11 | -4 | 2 | -8 | -2 | 2 | 12
CC(C)CCn1c(N)c(S(=O)(=O)c2cccs2)c2nc3ccccc3nc21 | -22 | -10 | -1 | -10 | 2 | 1 | 2 | -83 | 10
COc1ccc(NC(=O)Cn2nnc(-c3ccccc3NC(=O)c3cccs3)n2)cc1 | -4 | -7 | -6 | 2 | 7 | 6 | -23 | 16 | 26
CN(Cc1ccccc1)C(=O)CCn1c(=O)oc2ccccc21 | -19 | 27 | 12 | 5 | 0 | 2 | 11 | 0 | -1
O=C(c1cccs1)N1CCN(C2CCCCC2)CC1 | -2 | 15 | 8 | -3 | -1 | -5 | 1 | 13 | 3
c1ccc2c(-c3nc(C4CCCCC4)no3)cc(-c3ccncc3)nc2c1 | -30 | 6 | 2 | -4 | 1 | -11 | 2 | 4 | 6

Three structures out of the list, arranged by molecular weight, ascending.
Compound | C1s inh | AP ELISA ortho | Cathepsin G inh | FXIa mix inh | CatB inh | CatB mixtures | FXIIa mix inh | CatL block | CatS block
CN(Cc1ccccc1)C(=O)CCn1c(=O)oc2ccccc21 | -19 | 27 | 12 | 5 | 0 | 2 | 11 | 0 | -1
c1ccc2c(-c3nc(C4CCCCC4)no3)cc(-c3ccncc3)nc2c1 | -30 | 6 | 2 | -4 | 1 | -11 | 2 | 4 | 6
COc1ccc(NC(=O)Cn2nnc(-c3ccccc3NC(=O)c3cccs3)n2)cc1 | -4 | -7 | -6 | 2 | 7 | 6 | -23 | 16 | 26

Compound profiles, from the list above. Order of values: C1s inh, AP ELISA ortho, Cathepsin G inh, FXIa mix inh, CatB inh, CatB mixtures, FXIIa mix inh, CatL block, CatS block
CC(C)CCn1c(N)c(S(=O)(=O)c2cccs2)c2nc3ccccc3nc21 is entered as -22, -10, -1, -10, 2, 1, 2, -83, 10
COc1ccc(NC(=O)Cn2nnc(-c3ccccc3NC(=O)c3cccs3)n2)cc1 is entered as -4, -7, -6, 2, 7, 6, -23, 16, 26

Some values from the list.
`CC(C)CCn1c(N)c(S(=O)(=O)c2cccs2)c2nc3ccccc3nc21` in AP ELISA ortho is listed with -10
`CN(Cc1ccccc1)C(=O)CCn1c(=O)oc2ccccc21` in AP ELISA ortho is listed with 27

The list is partial; rates above refer to the full screens.
